Integrin act MD = activators of alpha7 integrin expression for muscular dystrophy. actives 0.064% (n = 350,000). alpha7betagal myoblasts, beta-gal FDG fluorescence, 48 h. Potency, µM (titrated, usually from 38.3 µM), for the others: at the highest dose activation, actives largely listed as activators. AID 624291;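 further: potency means the concentration at half of the fitted maximal effect; 100% = response of the positive control SU9516; nearly all actives have a fitted effect of over 60% in size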
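Alpha7betagal+/- myoblasts (passage 13) were plated 16-24 hr, then exposed to compounds (1:260 dilution of DMSO stock) for 48 hours at 37C. After MPER lysis, β-galactosidase reporter activity was read as FDG fluorescence (ex 480/em 540) after 30 minutes.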
USP2a inh = inhibitors of human ubiquitin-specific protease USP2a; actives 0.01% (n = 330,000); O75604; USP2 core, Ub-CHOP2 coupled fluorogenic reporter, 485/531; Potency, µM (titrated, usually from 38.3 µM), inactives show at the highest dose activity change, negative = inhibition, usual class: inhibitors;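 further: potency means the concentration at half of the fitted maximal effect; plate controls were DMSO wells for no effect and full inhibition by NEM control for full effect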
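Cell-free coupled assay: 10nM USP2 core preincubated 30min RT with compound in Tris-HCl pH 8.0/CaCl2/CHAPS buffer, then 25nM Ub-CHOP2 and 25nM reporter substrate; fluorescence (Ex 485/Em 531) read after 60min RT, normalized to NEM inhibition, concentration-response curves fitted.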
p53 reactivation = mutant p53 re-activation in reporter cells; H1299 p53-A138V BP100-luciferase reporter, luminescence, 24 h; Potency, µM (doses to about 92.2 µM), inactives show at the highest dose activity change, positive = activation, actives largely listed as activators; actives 0.063% (n = 320,000); AID 504706; further: potency means the concentration at half of the fitted maximal effect; % of control where 0% means no effect; nearly all actives have a fitted effect of over 45% in size
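H1299 (p53-null), stable ts p53-A138V + BP100-Luc; 1000 cells/well, Opti-MEM/10% FBS; cpd 4 pt, 1:5; 24 h, 37 deg C, 5% CO2; detection reagent 10 min RT; luminescence.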
Eya2 phos inh = inhibitors of human Eya2 phosphatase activity. O00167. recombinant Eya2, OMFP fluorescence dephosphorylation (OMFP is methylfluorescein phosphate). Potency, µM (top dose mostly 76.9 µM), without a hit: at the highest dose activity, negative = inhibition, hits mostly inhibitors. actives 0.006% (n = 330,000); further: potency means the concentration at half of the fitted maximal effect; on the % scale 0 is the no-effect control and ±100 the full control effect
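Eya2 protein (added as 0.2 uM solution) was preincubated with compound for 10 min at ambient temperature in 50 mM HEPES pH 7.5, 50 mM NaCl, 5 uM MgCl2, 0.05% BSA, 1 mM DTT. OMFP (added at 50 uM) then reacted 10 min; fluorescence read at 485/525 nm.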
ELG1 genotox = induces genotoxicity in HEK293T cells with luciferase-tagged ELG1 | HEK293T ELG1-luciferase reporter, luminescence, 16 h | actives 1.3% (n = 330,000) | AID 504466 | Potency, µM (series often up to 46 µM), inactives show top-dose activity change, positive = activation, hits mostly activators; further: potency means the concentration at half of the fitted maximal effect; % of control where 0% means no effect; nearly all actives have a fitted effect of over 60% in size
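Genotoxicity was scored as increased ELG1-luciferase reporter signal, measured by ONE-Glo luminescence (30 min, room temperature). Compound or vehicle exposure of the HEK293T reporter cells lasted 16 hr at 37°C.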
TRPV1 agonist = human TRPV1 agonism; TRPV1-expressing cells, Fluo-8 calcium influx, agonist mode; activation, % at 8.33 µM; actives 0.19% (n = 320,000); in the data active means activation above about 80%; inconclusive means between about 30% and that limit; further: 0% is about no effect
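Fluo-8 calcium influx in TRPV1-expressing cells, kinetic read (ex 480/em 520 nm). Compound added and read 3 min for agonist activity, followed by capsaicin at EC20 final and 2 min further read for enhancement.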
B2AR arrestin = beta2AR (human) beta-arrestin recruitment activity; P07550; beta-arrestin recruitment to beta2AR, cell-based reporter; Potency, µM (series often up to 46.1 µM), without a hit: at the highest dose activation, actives largely listed as activators; actives 0.02% (n = 330,000); AID 492947;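 further: potency means the concentration at half of the fitted maximal effect; 0% = DMSO controls and full agonism = EC100 isoproterenol or metaproterenol; nearly all actives have a fitted effect of over 65% in size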
BRCA1 expr act = BRCA1 expression activation; MCF7-BRCA1-FFLuc reporter, luminescence, 48 h; response scale: scaled: vehicle 0%, 10 µM genistein 100%; Potency, µM (titrated, usually from 46.1 µM), inactives show at the highest dose activation, actives largely listed as activators; actives 1.1% (n = 380,000); further: potency means the concentration at half of the fitted maximal effect; nearly all actives have a fitted effect of over 80% in size; some results filed as inactive show a strong effect at the top dose
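MCF7-BRCA1-FFLuc, 2000 cells/well; 2 h attach, 37 °C/5% CO2; compound 48 h; luciferase substrate 15 min; luminescence end-point. Norm. to genistein 10 microM max activation and DMSO; concentration-response curves fitted.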
uPA surface inh = inhibitors of cell surface uPA generation. actives 0.31% (n = 330,000). AID 540303. cell surface uPA generation assay, qHTS. Potency, µM (highest dose often 38.3 µM), for the others: at the top dose activity change, negative = inhibition, actives largely listed as inhibitors; active means well fitted inhibition curve with a large enough effect; inconclusive means small, poorly fitted or top-dose-only effect; inactive means no such curve, though single readings can be large or run the other way; tested in mouse RAW 264.7 cells; further: potency means the concentration at half of the fitted maximal effect; on the % scale 0 is the no-effect control and ±100 the full control effect; nearly all actives have a fitted effect of over 55% in size
S-ASM inh = inhibitors of human secretory acid sphingomyelinase | P17405 | placental ASM, HMU-PC fluorogenic substrate, 60 min | Potency, µM (highest dose often 57.5 µM), inactives show top-dose activity change, negative = inhibition, usual class: inhibitors | actives 0.006% (n = 340,000); further: potency means the concentration at half of the fitted maximal effect
Target sequence (P17405 47-631 limits assumed): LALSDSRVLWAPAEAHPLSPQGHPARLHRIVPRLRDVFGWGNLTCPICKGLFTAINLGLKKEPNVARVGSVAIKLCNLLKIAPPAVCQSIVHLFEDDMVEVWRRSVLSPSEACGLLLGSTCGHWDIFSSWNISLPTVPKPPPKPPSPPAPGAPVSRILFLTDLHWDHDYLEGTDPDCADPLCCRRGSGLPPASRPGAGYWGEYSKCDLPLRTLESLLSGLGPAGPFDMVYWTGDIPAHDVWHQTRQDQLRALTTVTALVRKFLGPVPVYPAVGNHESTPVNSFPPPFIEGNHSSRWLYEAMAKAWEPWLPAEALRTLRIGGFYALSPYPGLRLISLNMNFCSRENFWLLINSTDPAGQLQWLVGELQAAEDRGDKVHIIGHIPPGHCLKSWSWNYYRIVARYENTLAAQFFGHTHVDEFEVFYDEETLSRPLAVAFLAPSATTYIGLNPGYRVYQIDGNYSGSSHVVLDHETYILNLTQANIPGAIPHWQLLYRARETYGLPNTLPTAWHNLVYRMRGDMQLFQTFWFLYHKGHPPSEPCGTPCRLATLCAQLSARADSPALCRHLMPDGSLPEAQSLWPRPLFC
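Human placenta-derived ASM preincubated with compound 10 min at room temperature, then reacted with 9 uM (final) fluorogenic HMU-PC substrate for 60 min at 37 C. Stop solution raises pH to 10; fluorescence read at Ex 386/Em 447 nm.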
PTAP TSG101 blk = blocks PTAP/TSG101 interaction to inhibit HIV-1 budding. Q99816. Fluorescence polarization, FITC-PTAP peptide / Tsg101 binding. Potency, µM (doses to about 115 µM), without a hit: at the highest dose activity change, negative = inhibition, most hits filed as inhibitors. 340,000 tested, under 10 active; active means well fitted inhibition curve with a large enough effect in the main read-out, with a control signal flat, not every such curve was filed as active; inconclusive means small, poorly fitted or top-dose-only effect, or effect the other way, or a change in a side signal; inactive means no such curve, though single readings can be large or run the other way; further: potency means the concentration at half of the fitted maximal effect; % of control where 0% means no effect
Target sequence (Q99816 whole entry, looked up): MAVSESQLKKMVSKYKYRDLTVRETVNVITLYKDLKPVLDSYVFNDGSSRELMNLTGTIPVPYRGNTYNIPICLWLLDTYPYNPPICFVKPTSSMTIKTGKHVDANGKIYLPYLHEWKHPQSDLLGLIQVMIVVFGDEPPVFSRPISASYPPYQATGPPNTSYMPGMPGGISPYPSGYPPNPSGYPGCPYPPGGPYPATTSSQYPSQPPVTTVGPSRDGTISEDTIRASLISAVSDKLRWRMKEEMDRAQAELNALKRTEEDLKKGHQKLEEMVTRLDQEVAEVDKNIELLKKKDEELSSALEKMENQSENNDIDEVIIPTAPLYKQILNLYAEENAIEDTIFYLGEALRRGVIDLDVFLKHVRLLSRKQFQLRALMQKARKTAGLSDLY
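Compounds were pin-transferred onto Tsg101 binding domain (10 uM final) in HEPES pH 7.5 buffer, then FITC-PTAP peptide was added at 50 nM final. After 20 min at RT, polarization reported peptide displacement across a qHTS concentration series.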
Numbers without * were called inactive; u = inconclusive; x = not tested or not shown; & = joins results of further samples; [ ] = dose if it differs, or a comment. Unless noted, the call rests on the fitted dose curve; in most records, active means well fitted curve in the direction sought with a large enough effect; inconclusive means small, poorly fitted or top-dose-only effect, or another doubt; inactive means no such curve, though single readings can be large; an effect the other way counts as inactive or inconclusive. A portion of the library; the hit share may differ from the screen's.

SMILES	Integrin act MD	USP2a inh	p53 reactivation	Eya2 phos inh	ELG1 genotox	TRPV1 agonist	B2AR arrestin	BRCA1 expr act	uPA surface inh	S-ASM inh	PTAP TSG101 blk
CCOc1nc(NC(C)C)nc(N2CC3CC(C2)c2cccc(=O)n2C3)n1 (stereo unspecified)	-34%	-1%	-1%	-19%	3%	3	-0.8%	-79%	8%	5%	0%
CCC(=NCCCN(CC)CC)c1c(O)n(-c2ccccc2)c(=O)[nH]c1=O	16%	0%	-3%	-4%	-3%	-1	-0.7%	-2%	-1%	5%	-3%
CCC(=NCCc1ccccc1)c1c(O)n(C2CCCCC2)c(=O)[nH]c1=O	-24%	5%	-4%	-23%	-3%	u	-0.2%	-29%	-8%	-18%	3%
Cc1nccc2c1[nH]c1ccc(Br)cc12	30%	0%	-4%	12%	0%	-4	-0.1%	-12%	u	-2%	1%
COc1cc(C(=O)O)cc(OC)c1OC	-6%	x	x	x	x	x	x	8%	6%	3%	0%
CCN1CC2(COC(=O)c3ccccc3N)CCC(OC)C34C5CC6C(OC)CC(O)(C5C6OC)C(O)(C(OC)C23)C14 (stereo unspecified)	17%	2%	-4%	-11%	-1%	0	-0.5%	-19%	9%	140%[activator]	0%
COC(=O)C1=C(c2ccccc2OCc2ccccc2)C[C@@H]2CC[C@H]1N2C(=O)NCc1ccc(Cl)cc1	-26%	1%	-1%	-20%	-7%	9	-1.0%	-29%	u	-1%	0%
CC(C)c1oc(=O)cc2c1[C@@H](O)[C@H]1OC(=O)[C@@]3(C)C[C@@H](O)[C@@H](O)[C@@]2(C)C13 (stereo partly specified)	-38%	2%	-2%	10%	u	0	-2.1%	-58%	2.2µM*	2%	1%
COc1ccc2c3c1OC1CC(O)C=CC31CCN(C)C2 (stereo unspecified)	-3%&-4%	2%&4%	2%&6%	-17%&-29%	-3%&-3%	4&3	-0.4%&0.3%	-21%&-1%	-3%&2%	0%&-2%	-3%&-5%
O=C(C1CC(=O)N(C2CCCCCCC2)C1)N1CCC2(CC1)OCCO2 (stereo unspecified)	22%	0%	9%	4%	0%	-2	0.1%	0%	0%	1%	-1%
COC(=O)CC1NC2CCCCC2NC1=O (stereo unspecified)	5%	2%	2%	-23%	1%	1	-0.3%	0%	-1%	-2%	-7%
CCCc1cc(=O)oc2cc(OCC(=O)N3CCN(Cc4ccc5c(c4)OCO5)CC3)ccc12	0%	-1%	-7%	-7%	-19%	2	-1.0%	-43%	4%	9%	-2%
COc1ccc(C2=NCC(=O)N(CC(=O)NCc3ccco3)c3sc4c(c32)CCCC4)cc1OC	15%	-2%	-8%	18%	2%	2	-1.1%	-44%	6%	-5%	-10%
O=C(Nc1ccc(OC(=O)N2CCCC2)cc1)N1CCOCC1	-16%	-1%	-17%	4%	-3%	6	-0.5%	-1%	x	-1%	-10%
Cc1ccc(Cl)cc1N1CCN(C(=O)c2cn(C)c(=O)c3c2c2ccccc2n3C)CC1	-10%	0%	0%	-9%	-6%	0	-0.3%	x	u	u	x
CC(C)c1ccc2c(c1)C(N1CCNCC1)Cc1ccc(F)cc1S2 (stereo unspecified)	-59%[inhibitor]	x	x	x	x	x	x	-87%[inhibitor]	-3%	-6%	-3%
CN1CCN(Cc2cn(C)c3ccccc23)CC1CCO (stereo unspecified)	0%	0%	u	5%	3%	0	-0.4%	0%	2%	-1%	-4%
C=CCn1c(O)c(C(C)=NCCN2CCN(C(=S)NC)CC2)c(=O)[nH]c1=O	12%	-2%	-2%	19%	-1%	2	-0.5%	7%	-2%	1%	-1%
O=[N+]([O-])c1cccc(CN2CCN(Cc3ccc(Cl)cc3)CC2)c1	-5%	-1%	-2%	-4%	-11%	2	0.1%	-24%	-6%	-2%	0%
CC(C)(C)c1nc(N2CCN(C(=O)c3ccco3)CC2)c2nnn(Cc3ccccc3Cl)c2n1	-50%[inhibitor]	3%	10%	0%	-5%	21	-0.2%	-83%	-1%	-7%	-2%
CC(O)CNc1ccc([N+](=O)[O-])c2cccnc12 (stereo unspecified)	0%	-2%	-4%	-5%	5%	3	-0.9%	27%	5%	-10%	-3%
CC(=O)N1CCCc2cc(S(=O)(=O)N3CCCC(C(=O)N4CCN(c5cccc(Cl)c5)CC4)C3)ccc21 (stereo unspecified)	-20%	-26%	-8%	-8%	-12%	5	0.3%	-39%	u	1%	-1%
COc1ccc(-n2c(O)c(C(C)=NCc3ccc4c(c3)OCO4)c(=O)[nH]c2=O)cc1	-7%	1%	-4%	5%	3%	-1	-0.4%	-7%	-1%	2%	-2%
Cc1cccc(NC(=O)[C@@H](NC(=O)N2C[C@H]3C[C@@H](C2)c2cccc(=O)n2C3)C(C)C)c1	-1%	0%	6%	3%	1%	-1	-0.9%	-9%	3%	2%	-1%
O=C1NC(=O)C(=Cc2csc3ccccc23)C(=O)N1	-8%	2%	2%	-1%	11%	-2	1.4%	-21%	-1%	-2%	-3%
Next records.
SMILES	Integrin act MD	USP2a inh	p53 reactivation	Eya2 phos inh	ELG1 genotox	TRPV1 agonist	B2AR arrestin	BRCA1 expr act	uPA surface inh	S-ASM inh	PTAP TSG101 blk
COc1ccc(-c2cc([C@H]3[C@H]4C=CC[C@@H](C)[C@@H]4C(=O)N3Cc3ccccc3)ccc2F)cc1OC	-25%	0%	9%	-13%	5%	-4	-0.9%	8%	u	-10%	2%
C=CCn1c(O)c(C(CC)=NCc2cc(OC)cc(OC)c2)c(=O)[nH]c1=O	-2%	0%	-12%	-20%	-4%	0	0.0%	-60%	-7%	-4%	-7%
OC(CN1CCCCC1)c1c[nH]c2ccccc12 (stereo unspecified)	u	3%	3%	0%	-2%	1	0.0%	-9%	12%	3%	3%
CN1C(=O)C(Cc2cccs2)C(=O)N(C)C1=O	14%	-1%	7%	8%	2%	0	-0.4%	3%	1%	1%	1%
Nc1nnc(P(c2ccccc2)c2ccccc2)s1	6%	0%	-4%	0%	-4%	-2	-0.2%	-1%	4%	2%	-2%
CCOP(=O)(OCC)/C(C#N)=C/c1cc(OC)ccc1OC	3%	3%	1%	-13%	2%	24	-0.9%	-2%	1%	43%[activator]	-2%
CCN1CCN(C(=O)COc2cc(=O)n(CC)c3ccccc23)CC1	16%	-1%	-1%	1%	u	-5	0.2%	-28%	-7%	2%	-3%
OCC1CN1C1CCCCC1 (stereo unspecified)	5%	x	x	x	x	x	x	-5%	-3%	3%	-5%
COc1cc(OC)c(OC)cc1C=O	-17%	0%	0%	3%	-2%	x	-1.0%	49%	9%	11%	-1%
Cc1ccc(/C=C2\C(=O)NC(=O)N(CC3CCCO3)C2=O)s1 (stereo unspecified)	15%	2%	2%	19%	7%	-3	-0.4%	x	2%	2%	-2%
O=c1c2ccccc2nc(/C=C/c2ccc3c(c2)OCO3)n1-c1cccc(O)c1	-36%	1%	-5%	2%	-6%	-16	-2.1%	-30%	7%	24%	0%
COc1ccc(-n2c(-c3ccco3)nc3ccccc3c2=O)cc1	0%	0%	-1%	-9%	-6%	2	0.3%	0%	-4%	3%	-9%
COC(=O)C1=C(c2ccc(S(C)(=O)=O)cc2)C[C@@H]2CC[C@H]1N2C(=O)N1CCCC1	0%	x	x	x	x	x	x	0%	4%	1%	-5%
CC(=O)OC12COC1CC(O)C1(C)C(=O)C(O)C3=C(C)C(O)CC(O)(C(OC(=O)c4ccccc4)C21)C3(C)C (stereo unspecified)	-15%	x	x	x	x	x	x	x	-12%	2%	-1%
CC(=O)O[C@@H]1CC[C@]2(C)C3CC[C@]4(C)C(=O)[C@H](O)CC4C3[C@@H](OC(C)=O)C[C@H]2C1 (stereo partly specified)	-33%[inhibitor]	1%	4%	-4%	-3%	x	-0.5%	-12%	-1%	4%	-5%
Clc1cccc(Cl)c1C1N2CCCN12 (stereo unspecified)	30%	-1%	-1%	-3%	2%	-1	0.2%	-17%	5%	5%	-2%
Cn1c(O)c(C=NCCN2CCN(C(=O)Nc3ccccc3)CC2)c(=O)n(C)c1=O	-6%	-4%	8%	-3%	-1%	3	-0.5%	4%	-5%	3%	-2%
CN1CCN(c2ccc([N+](=O)[O-])c3cccnc23)CC1	-2%	2%	0%	13%	-3%	-3	-0.3%	25%	9%	-14%	-4%
C/C=C1/CC(C)C(C)(O)C(=O)OCC2CCN3CCC(OC1=O)C23 (stereo unspecified)	1%	1%	2%	5%	1%	2	0.5%	-5%	-4%	1%	-2%
